E coli Lon inh: inhibitors of E. coli Lon protease; purified E. coli Lon protease, fluorescence polarization; 360,000 tested, 0.42% active; inhibition, % at 7.94 µM; in the data active = inhibition above about 13%, passing the limit was not always enough;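 note: 0% = enzyme with probe and DMSO and 100% = no enzyme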
PABP1 MLLE inh: blocks PAM2 peptide binding to the PABP1 MLLE domain; P11940; GST-MLLE / FITC-PAM2 fluorescence polarization; inhibition, % at 20 µM; 360,000 tested, 0.36% active; AID 588489; in the data active = inhibition above about 35%, passing the limit was not always enough;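 note: plate controls were DMSO wells with GST-MLLE for no effect and wells lacking GST-MLLE protein for full effect; some results filed as inactive read as strong as hits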
CendR NRP1 mod: modulators of CendR peptide binding to human neuropilin-1; O14786; FAM-RPARPAR peptide binding to NRP-1, fluorescence polarization; inhibition, % at 25 µM; 360,000 tested, 0.85% active; AID 602438;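 active = inhibition or corrected inhibition above about 18%, plus a signal ratio from 0.5 to 1.5, limit read from the data, passing the limit was not always enough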; note: strong numbers were not always called active
Target sequence (O14786 whole entry, looked up): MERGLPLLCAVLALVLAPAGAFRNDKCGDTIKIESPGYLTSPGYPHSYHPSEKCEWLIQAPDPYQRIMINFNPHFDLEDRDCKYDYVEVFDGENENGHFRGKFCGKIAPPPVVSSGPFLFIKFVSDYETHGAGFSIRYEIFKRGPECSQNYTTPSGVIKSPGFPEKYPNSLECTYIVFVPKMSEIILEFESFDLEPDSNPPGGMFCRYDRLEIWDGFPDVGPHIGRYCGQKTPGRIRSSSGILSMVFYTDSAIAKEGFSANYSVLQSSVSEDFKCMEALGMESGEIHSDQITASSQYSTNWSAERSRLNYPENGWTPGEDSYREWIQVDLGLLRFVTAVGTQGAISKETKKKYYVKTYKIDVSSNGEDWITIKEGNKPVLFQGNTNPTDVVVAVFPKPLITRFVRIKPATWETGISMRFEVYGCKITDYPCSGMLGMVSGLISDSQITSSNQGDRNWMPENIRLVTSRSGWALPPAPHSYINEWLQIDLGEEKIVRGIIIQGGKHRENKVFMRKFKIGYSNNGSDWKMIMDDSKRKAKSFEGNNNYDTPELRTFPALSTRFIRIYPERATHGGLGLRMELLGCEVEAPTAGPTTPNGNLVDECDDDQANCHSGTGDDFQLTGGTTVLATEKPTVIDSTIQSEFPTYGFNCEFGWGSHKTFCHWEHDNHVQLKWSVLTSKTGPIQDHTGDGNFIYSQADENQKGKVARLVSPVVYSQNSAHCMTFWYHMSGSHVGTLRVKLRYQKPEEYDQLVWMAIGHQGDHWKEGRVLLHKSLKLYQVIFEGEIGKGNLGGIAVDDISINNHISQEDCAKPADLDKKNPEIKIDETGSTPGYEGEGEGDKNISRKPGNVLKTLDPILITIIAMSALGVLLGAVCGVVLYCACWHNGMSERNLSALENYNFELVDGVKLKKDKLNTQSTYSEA
bovine MsrA act: activators of bovine methionine sulfoxide reductase A. purified bovine MsrA, absorbance read-out. activation, % at 10.6 µM. 360,000 tested, 0.3% active. AID 602163; in the data active = activation above about 7.5%;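 note: 0% = vehicle and 100% = reference activator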
MT1-MMP act inh: blocks activation of human MT1-MMP. P50281. HT1080 RFP-PRO-GFP cells, GFP/RFP ratio fluorescence, overnight; percent of plate control window, DMSO zero. GFP/RFP ratio change, % at 20 µM. 360,000 tested, 0.061% active;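 active = GFP/RFP ratio change of at least 30% with cell ATP level not reduced by more than half and red fluorescence within 50% of control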; note: strong numbers were not always called active
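Assay system – RFP-PRO-GFP reporter HT1080 cells · Compound dosing – single dose of 20 µM compound, 1% DMSO final · Incubation – overnight compound exposure at 37 °C · Measure – GFP/RFP fluorescence ratio · Benchmarks – DMSO wells and RFP-L50D-GFP cells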
SKN-1 block: inhibitors of C. elegans SKN-1; C. elegans VP596 Pgst-4::GFP/RFP ratio, acrylamide-induced, 24 h; inhibition, % at 21.8 µM; 360,000 tested, 0.49% active;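 active = interference check ratio from 0.5 to 1.5 plus GFP to RFP signal ratio inhibition reaching or exceeding a fixed threshold, cut at about 30% in these data, passing the limit was not always enough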; note: some compounds called inactive have numbers as strong as hits
MsrA inhibitor: bovine MsrA inhibition | purified bovine MsrA, absorbance read-out | inhibition, % at 15.5 µM | 360,000 tested, 0.75% active | AID 651718; in the data active = inhibition above about 4.5%;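 note: 0% = vehicle wells with enzyme and 100% = reference inhibitor wells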
Tb MetRS inh: Trypanosoma brucei MetRS inhibition; purified T. brucei MetRS, ATP depletion, Kinase-Glo luminescence; inhibition, % at 11.9 µM; 360,000 tested, 0.4% active; AID 624268;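 active = inhibition above a per-plate cutoff of the control wells' mean inhibition plus 3 SD, cut at about 5.5% in these data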;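 note: 0% = DMSO wells median and 100% = median of wells with control inhibitor compound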
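Dosing: 11.9 µM single point; system: parasite MetRS enzyme; technique: luminescence of leftover ATP; times: 15 min enzyme-compound preincubation, 2 h reaction, 10 min detection, 25 °C; replicates: each compound tested once; read-out basis: percent inhibition relative to median high and low control wells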
FAS TE block: inhibitors of human fatty acid synthase thioesterase domain; P49327; recombinant FAS-TE, OMFH fluorogenic substrate, fluorescence endpoint; inhibition, % at 15 µM; 360,000 tested, 0.67% active; AID 602261;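 active = compounds whose normalised, plate-corrected inhibition of enzyme fluorescence in the single-dose primary screen is 50% or more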;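 note: 0% = DMSO with enzyme and 100% = substrate without enzyme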
Numbers without * were called inactive; / = not tested or not shown. No enrichment for hits; overall some 4% were active at least once.

SMILES,E coli Lon inh,PABP1 MLLE inh,CendR NRP1 mod,bovine MsrA act,MT1-MMP act inh,SKN-1 block,MsrA inhibitor,Tb MetRS inh,FAS TE block
CCCc1nc2ccc([N+](=O)[O-])cc2[nH]1,0,-4,6,-5,5,1,4.3,0.2,-1
COc1ccc(CCC(C)NCc2ccc(C(F)(F)F)cc2)cc1 (stereo not drawn),6,-6,0,-3,0,27,1.2,-0.7,0
Cc1ccc(C)c(NC(=S)N(Cc2ccco2)C(C)c2cccs2)c1 (stereo not drawn),3,-16,-2,-5,1,-1,-1.6,-0.7,-7
COc1ccc(CCNC(=O)Cc2cc(OC)c(OC)cc2[N+](=O)[O-])cc1OC,-7,7,-5,-4,0,-6,-0.4,-0.3,-9
Cc1c(CC(=O)NCC(C)C)c(=O)oc2cc3c(cc12)CCC(C)(C)O3,-12,10,-2,-1,3,-2,3.1,-0.6,-3
Cc1ccc(NC2CCCN(C(=O)CN3C(=O)c4ccccc4C3=O)C2)cc1C (stereo not drawn),-5,11,11,-3,-1,0,0.2,-0.2,-5
Cc1cccc(C)c1NC(=O)C1CCCN1S(=O)(=O)c1ccc2c(c1)n(C)c(=O)c(=O)n2C (stereo not drawn),-9,-9,6,3,-2,-5,/,-0.1,-8
CC1CCc2c(sc(NC(=O)C3=COCCO3)c2C(N)=O)C1 (stereo not drawn),-6,-2,-22,-5,-1,1,1.2,-0.5,-2
C[C@H](NC(=O)[C@@H]1CSC2c3ccccc3C(=O)N21)C(=O)NCCc1ccc(F)cc1 (stereo partly drawn),23*,13,14,-2,1,25,0.6,0.0,-47
NS(=O)(=O)c1ccc(CNC(=O)C23CC4CC(CC(C4)C2)C3)cc1,-3,11,0,-11,-8,3,-0.6,-0.7,-9
O=C(O)c1cc([N+](=O)[O-])cc2ccccc12,2,1,-3,-4,-2,4,0.4,-0.2,-7
OC(CNCc1cccnc1)COc1ccc2ccccc2c1 (stereo not drawn),-5,-5,-6,-2,5,-1,0.6,-0.2,-1

Additional records:
SMILES,E coli Lon inh,PABP1 MLLE inh,CendR NRP1 mod,bovine MsrA act,MT1-MMP act inh,SKN-1 block,MsrA inhibitor,Tb MetRS inh,FAS TE block
CC(C)(C)[C@H]1C=C(C(=O)N2CCN(Cc3ccccc3)CC2)O[C@@H](OCc2ccc(CO)cc2)C1,17,10,7,-6,9,-4,0.1,-0.4,1
CC(NS(=O)(=O)c1ccccc1)C(c1cccs1)N1CCOCC1 (stereo not drawn),-7,15,-4,-3,1,-26,-0.5,-0.5,-6
C/C(=N\NC(=O)c1ccc([N+](=O)[O-])c(C)c1)c1ccccc1Cl,0,1,-2,-2,2,-1,-0.6,-0.5,4
CS(=O)(=O)N(Cc1ccccc1F)c1ccccc1,0,15,7,-10,-5,-3,-1.3,-0.6,-13
COc1ccc(C(=O)NCc2cccc(Cl)c2)cc1S(=O)(=O)N1CCOCC1,-2,1,-10,-6,2,3,-1.0,0.7,-3
O=C(O)COc1cccc(NC(=O)c2ccccc2)c1,-6,-4,-6,-2,-1,2,0.2,-0.5,-5
COc1ccc(-n2nc(C(=O)NCC(=O)NCC3CCCO3)c3ccccc3c2=O)c(OC)c1 (stereo not drawn),-4,2,-7,1,0,-2,0.4,0.3,-8
O=C(O)c1c2c(nc3ccc(Cl)cc13)CCC2,-1,-3,-27,-2,1,-7,0.9,0.0,-4
CCc1ccc(C(=O)N/N=C/c2ccncc2)s1,4,8,6,-10,-3,-20,0.9,-0.5,-5
CCC1(CC)NC(=O)N(CC(=O)OC(C)C(=O)Nc2ccc(S(N)(=O)=O)cc2)C1=O (stereo not drawn),1,-1,-7,7,-2,15,-1.4,-0.3,-9
CCc1noc(C)c1C(=O)N(C)CC(=O)Nc1ccc(OC)cc1,1,-2,-4,-1,0,-1,2.5,-0.3,-4
CN(Cc1ccc(OC(F)F)cc1)C(=O)/C=C/c1ccc(S(=O)(=O)N2CCOCC2)cc1,-6,-37,3,-3,-9,0,-0.4,-0.3,12

Record cards (already shown).
Listed for CC(C)(C)[C@H]1C=C(C(=O)N2CCN(Cc3ccccc3)CC2)O[C@@H](OCc2ccc(CO)cc2)C1 → E coli Lon inh = 17; PABP1 MLLE inh = 10; CendR NRP1 mod = 7; bovine MsrA act = -6; MT1-MMP act inh = 9; SKN-1 block = -4; MsrA inhibitor = 0.1; Tb MetRS inh = -0.4; FAS TE block = 1
Listed for COc1ccc(C(=O)NCc2cccc(Cl)c2)cc1S(=O)(=O)N1CCOCC1 → E coli Lon inh = -2; PABP1 MLLE inh = 1; CendR NRP1 mod = -10; bovine MsrA act = -6; MT1-MMP act inh = 2; SKN-1 block = 3; MsrA inhibitor = -1.0; Tb MetRS inh = 0.7; FAS TE block = -3

Next entries
The line under a structure holds: E coli Lon inh	PABP1 MLLE inh	CendR NRP1 mod	bovine MsrA act	MT1-MMP act inh	SKN-1 block	MsrA inhibitor	Tb MetRS inh	FAS TE block
- Cc1nnc(SCc2cc(=O)[nH]c(=S)[nH]2)s1
  8	28	11	1	-1	-12	0.2	-0.7	-6
- O=C(COC(=O)Cc1ccc(Br)cc1)NC1CCCCCC1
  0	8	2	-3	0	3	-1.4	-0.2	6
- CN(C)c1ccc(C(=O)N2CCNC(=O)C2CC(=O)Nc2ccc(F)cc2)cc1 (stereo not drawn)
  -2	8	13	-1	0	15	-1.5	-0.2	-4
- Cc1ccc(CCNC(=O)C2CCN(S(=O)(=O)c3ccc4c(c3)NC(=O)CO4)CC2)cc1
  -6	5	-6	-3	-6	14	1.7	-0.2	-1
- CCOC(=O)[C@H]1[C@H]2COc3ccc(OC)cc3[C@@H]2N2C(=O)c3cc(OC)ccc3NC(=O)[C@@]12C
  8	-17	2	-2	-1	1	-1.1	-0.4	-4
- CCOCCn1c(CN2CCN(c3ccc(F)cc3)CC2)nc2c1c(=O)n(C)c(=O)n2C
  14	-2	5	-2	0	13	1.0	-0.2	16
- CC(C)C(NC(=O)c1ccc(F)cc1)C(=O)N1CCOCC1 (stereo not drawn)
  -4	-1	8	-3	1	3	-0.4	0.2	-4
- COc1ccc(-c2nc3ccccc3c(=O)n2-c2c(C)n(C)n(-c3ccccc3)c2=O)cc1
  12	0	3	-5	-2	-8	0.2	-0.2	-5
- O=C(CNC(=O)Cc1ccccc1)NCC(=O)N1CCCCC1
  11	5	5	-6	0	-11	-0.5	-0.6	-7
- Cc1ccc2c(c1)/C(=C/c1ccc(F)cc1)C(=O)N2
  -9	8	3	-2	-4	2	1.5	-0.4	-2
- COc1ccc(OCC(=O)NNc2nc3ccccc3s2)cc1
  10	13	-4	-2	-1	23	0.4	-0.3	-1
- CC1=CCC2C(=O)N(c3ccc(S(N)(=O)=O)cc3)C(=O)C2C1 (stereo not drawn)
  4	3	-9	-4	0	1	-0.7	-0.7	-5
- COc1cccc(OCC(=O)Nc2ccncc2)c1
  -8	11	-2	-4	2	-5	0.2	0.3	-8
- COCCNc1nc2nonc2nc1N(C)Cc1cccc2cnccc12
  0	-3	6	-5	-3	3	3.7	-1.2	-2
- CCOC(=O)CCP(=O)(O)C(O)c1ccccc1 (stereo not drawn)
  3	-3	-10	-3	1	25	-0.1	1.3	-6
- CCOc1cc(NC(=S)NCC2CCCO2)c(OCC)cc1NC(=O)c1ccc(C)cc1 (stereo not drawn)
  -8	10	3	-2	-1	-1	-0.3	0.6	-16
- COc1ccc(-c2nc(CN3CCN(c4ncccn4)CC3)c(C)o2)cc1C
  1	8	-1	-2	-2	8	-0.9	0.1	-1
- CCOC(=O)N1CCN(C(=O)C(=O)NNC(=O)COc2ccc(Cl)cc2)CC1
  -1	4	-4	-3	-1	16	1.0	-0.3	-13
- Cc1cc(C)c(C)c(S(=O)(=O)N2CCN(CC(=O)Nc3ccc([N+](=O)[O-])cc3)CC2)c1C
  4	-4	11	-1	3	5	0.1	0.4	-4
- On1nnc2cc(C(F)(F)F)ccc21
  -3	5	8	-2	0	4	0.2	-0.1	-5
- N/C(=N\OC(=O)c1ccccc1F)c1cccc([N+](=O)[O-])c1
  8	8	4	-6	1	-9	-1.4	-0.5	12
- O=C(CSCc1ccc(Cl)cc1)Nc1nccs1
  0	23	7	-3	2	-2	-0.5	1.8	-2
- COC(=O)c1ccc(OC(=O)CCN2c3ccccc3Sc3ccccc32)cc1
  4	-8	9	-4	1	-2	1.6	0.5	20
- CC[C@]12c3[nH]c4cc(-c5ccco5)ccc4c3CCN1C(=O)[C@@H](CC(=O)NCCCOC)C[C@@H]2C(=O)N1CCN(C(=O)C2CC2)CC1
  -10	6	-18	-6	-4	-7	4.3	-2.5	-7
- Cc1ccc(OCC(=O)Nc2cccnc2Cl)cc1C
  0	4	0	-4	-3	9	-1.7	-0.2	1

Three entries from above, arranged by their value in MT1-MMP act inh, high to low.
mol,E coli Lon inh,PABP1 MLLE inh,CendR NRP1 mod,bovine MsrA act,MT1-MMP act inh,SKN-1 block,MsrA inhibitor,Tb MetRS inh
CCCc1nc2ccc([N+](=O)[O-])cc2[nH]1,0,-4,6,-5,5,1,4.3,0.2
Cc1nnc(SCc2cc(=O)[nH]c(=S)[nH]2)s1,8,28,11,1,-1,-12,0.2,-0.7
CCC1(CC)NC(=O)N(CC(=O)OC(C)C(=O)Nc2ccc(S(N)(=O)=O)cc2)C1=O (stereo not drawn),1,-1,-7,7,-2,15,-1.4,-0.3

Bioassay records as filed in PubChem BioAssay.
